CHO-K1 Ca antag: counter-screen for M1 antagonists: effect in parental CHO-K1 cells | ATP-induced calcium, Fluo-8 fluorescence | inhibition, % at 3 µM | 0.6% of 360,000 active | AID 602250;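 active = inhibition above a per-plate cutoff, the plate's mean sample inhibition plus 3 SD, cut at about 24% in these data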;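 also: 0% = DMSO plus EC80 ATP and 100% = DMSO alone without ATP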
M5 antag: antagonists of human muscarinic M5 receptor (CHRM5) | CHO-hM5 cells, Fluo-8 calcium fluorescence, ACh EC80 | inhibition, % at 3 µM | 0.59% of 360,000 active | AID 624040;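 active = inhibition above a per-plate cutoff, the mean of that plate's test compounds plus 3 SD, cut at about 27% in these data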;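 also: 0% = acetylcholine EC80 with DMSO and 100% = DMSO without agonist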
Target sequence (P08912 whole entry, looked up): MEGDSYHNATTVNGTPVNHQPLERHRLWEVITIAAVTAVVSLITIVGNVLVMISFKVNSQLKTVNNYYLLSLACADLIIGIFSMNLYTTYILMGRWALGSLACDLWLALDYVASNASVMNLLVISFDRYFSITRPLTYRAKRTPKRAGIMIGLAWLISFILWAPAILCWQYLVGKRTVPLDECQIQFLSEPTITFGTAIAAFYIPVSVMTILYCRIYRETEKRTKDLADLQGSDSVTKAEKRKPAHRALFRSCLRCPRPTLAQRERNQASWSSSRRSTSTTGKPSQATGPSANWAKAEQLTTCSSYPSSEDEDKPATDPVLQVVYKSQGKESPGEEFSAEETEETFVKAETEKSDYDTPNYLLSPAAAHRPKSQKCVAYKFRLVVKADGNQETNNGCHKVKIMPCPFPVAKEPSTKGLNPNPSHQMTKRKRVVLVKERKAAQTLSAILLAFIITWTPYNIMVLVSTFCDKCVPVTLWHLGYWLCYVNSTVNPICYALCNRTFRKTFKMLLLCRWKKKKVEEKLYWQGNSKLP
CHO-K1 Ca PAM: nonselective activator or artifact in parental CHO-K1 calcium assay | 0.02% of 360,000 active | ATP EC20, Fluo-8 calcium fluorescence; 0% at ATP EC20, 100% at ATP max | activation, % at 3 µM | AID 602247;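 active = activation above the run cutoff, the mean activation of all test compounds plus 3 SD, cut at about 40% in these data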;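 also: peak over basal fluorescence ratio in a 140 s read after ATP addition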
CHRM5 agonist: CHRM5 agonism in calcium assay. CHO-K1 hM5 cells, Fluo-8 calcium fluorescence; 0% DMSO wells, 100% maximal acetylcholine response. P08912. activation, % at 3 µM. 0.19% of 360,000 active. AID 624037;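 active = activation above the run's mean over test compounds plus 3 SD, cut at about 23% in these data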;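 also: signal is peak over basal fluorescence ratio across the kinetic read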
CHRM5 PAM: potentiates acetylcholine response at human M5 receptor; P08912; CHO-K1 hM5, Fluo-8 calcium, ACh EC20 PAM; 0% = ACh EC20, 100% = ACh EC100; activation, % at 3 µM; 0.3% of 360,000 active; AID 624038;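 active = activation above the run cutoff, the mean activation of all test compounds plus 3 SD, cut at about 18% in these data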
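system = human M5 receptor in CHO-K1 cells | compound = one concentration, 3 µM final (nominal) | schedule = Post-acetylcholine fluorescence recording 140 s | signal = Fluo-8 calcium dye fluorescence, kinetic read | benchmarks = low control EC20 acetylcholine (0%), high control EC100 acetylcholine (100%) | repeats = singlicate, one well per test compound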
CHRM4 PAM: potentiates acetylcholine response at human M4 receptor; 0.4% of 360,000 active; activation, % at 3 µM; CHO-K1 hM4/Gqi5, Fluo-8 calcium fluorescence, ACh EC20; 0% = ACh EC20, 100% = maximal ACh; AID 624126;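 active = activation above its plate's cutoff, the mean activation of sample wells plus 3 SD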; also: some results filed as inactive read as strong as hits
Target sequence (P08173 whole entry, looked up): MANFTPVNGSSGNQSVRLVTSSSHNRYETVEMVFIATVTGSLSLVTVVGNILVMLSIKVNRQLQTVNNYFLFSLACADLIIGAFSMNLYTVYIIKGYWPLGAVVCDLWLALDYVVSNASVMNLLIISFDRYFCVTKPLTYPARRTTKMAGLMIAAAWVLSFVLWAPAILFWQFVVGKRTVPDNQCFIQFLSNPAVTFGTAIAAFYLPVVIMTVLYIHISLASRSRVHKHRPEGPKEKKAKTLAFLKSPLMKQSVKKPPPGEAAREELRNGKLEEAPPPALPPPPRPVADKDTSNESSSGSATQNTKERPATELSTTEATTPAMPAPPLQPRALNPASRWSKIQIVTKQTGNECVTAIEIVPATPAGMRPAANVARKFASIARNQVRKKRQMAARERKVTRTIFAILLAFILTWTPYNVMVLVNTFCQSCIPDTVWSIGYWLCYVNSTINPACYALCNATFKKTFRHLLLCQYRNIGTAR
M1 ag parental: nonselective activator or artifact in parental CHO-K1 cells. activation, % at 3 µM. Fluo-8 calcium fluorescence; scaled to maximal ATP response, vehicle zero. 0.48% of 360,000 active. AID 602248; in the data active = activation above about 15%;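 also: untransfected CHO-K1 host cells lacking M1 receptor as counterscreen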
CHRM4 agonist: agonists of human muscarinic M4 receptor (CHRM4); CHO-K1 hM4/Gqi5, Fluo-8 calcium fluorescence; vehicle 0%, full acetylcholine response 100%; activation, % at 3 µM; 0.14% of 360,000 active;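 active = activation above the run mean over all test wells plus 3 SD, cut at about 32% in these data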;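 also: peak over basal fluorescence ratio per well then scaled between controls; 0% = DMSO wells and 100% = acetylcholine at EC100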
M4 antag: antagonists of human muscarinic M4 receptor (CHRM4). P08173. inhibition, % at 3 µM. CHO-hM4 cells, ACh EC80, Fluo-8 calcium fluorescence. 0.73% of 360,000 active;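 active = inhibition above its plate's cutoff, the mean inhibition of sample wells plus 3 SD, cut at about 27% in these data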;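 also: 0% = acetylcholine EC80 with DMSO and 100% = DMSO without agonist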
* = called active by the depositor; . = not tested or not shown; & = joins results of further samples.

mol	CHO-K1 Ca antag	M5 antag	CHO-K1 Ca PAM	CHRM5 agonist	CHRM5 PAM	CHRM4 PAM	M1 ag parental	CHRM4 agonist	M4 antag
NC(=O)c1ccccc1NC(=O)CC1(CC(=O)O)CCCC1	-11	-1	-1	-4	3	-1	0.3	1	6
O=C(O)C1CSC(c2coc3ccccc3c2=O)N1 (centres undefined)	16	-8	-13	-1	-3	-5	-0.3	1	13
Cc1cccc(CCNC(=O)c2cccc(NC3=NC4CS(=O)(=O)CC4S3)c2)c1 (centres undefined)	10	4	-10	2	0	-2	0.0	0	12
Cc1cccc(-n2c(CCCN3C(=O)c4ccccc4C3=O)nc3ccccc3c2=O)n1	-9	-7	18	-4	-1	3	0.6	1	3
NC(Cc1ccccc1)C(O)(c1ccccc1)c1ccccc1 (centres undefined)	-15	9	22	-2	-1	-7	2.1	2	2
CC(C)(C)c1ccc(-c2csc(NC(=O)CN3C(=O)NC4(CCCCC4)C3=O)n2)cc1	-10	3	14	0	-3	-2	0.5	0	0
COc1ccc(NC(=O)CSc2nnc(-c3ccncc3)o2)c([N+](=O)[O-])c1	10	2	-12	0	-1	0	0.4	1	11
CCC(C)(CC(=O)Nc1nccs1)c1ccccc1 (centres undefined)	3	21	-9	-1	-10	-11	4.4	16	4
COc1cc(CNc2ccc3[nH]c(=O)[nH]c3c2)ccc1OCc1ccccc1Cl	-1	1	-3	-9	2	-7	0.4	2	9
O=C1CCC(C(=O)N2CCCC2)CN1CCc1cccc(F)c1 (centres undefined)	-8	3	3	-2	-4	-2	0.6	-1	-1
COc1ccccc1NS(=O)(=O)c1cc(NC(=O)c2ccc(Cl)nc2)ccc1Cl	3	25	6	8	-21	-30	16*	28	12
Cc1ccccc1-c1cc2nc(NCCc3ccncc3)n(C)c(=O)c2s1	0	-2	-6	-1	4	-3	1.1	6	-9

Compounds listed so far with a COOH group:
mol	CHO-K1 Ca antag	M5 antag	CHO-K1 Ca PAM	CHRM5 agonist	CHRM5 PAM	CHRM4 PAM	M1 ag parental	CHRM4 agonist	M4 antag
NC(=O)c1ccccc1NC(=O)CC1(CC(=O)O)CCCC1	-11	-1	-1	-4	3	-1	0.3	1	6
O=C(O)C1CSC(c2coc3ccccc3c2=O)N1 (centres undefined)	16	-8	-13	-1	-3	-5	-0.3	1	13

Some of these compounds in order of their number in CHRM5 agonist, high to low:
Structure | CHRM5 agonist
Cc1cccc(CCNC(=O)c2cccc(NC3=NC4CS(=O)(=O)CC4S3)c2)c1 (centres undefined) | 2
Cc1ccccc1-c1cc2nc(NCCc3ccncc3)n(C)c(=O)c2s1 | -1
O=C1CCC(C(=O)N2CCCC2)CN1CCc1cccc(F)c1 (centres undefined) | -2

(more compounds)
mol	CHO-K1 Ca antag	M5 antag	CHO-K1 Ca PAM	CHRM5 agonist	CHRM5 PAM	CHRM4 PAM	M1 ag parental	CHRM4 agonist	M4 antag
COC(=O)CNC(=O)c1cccc(Cl)c1	-10	-2	17	-1	6	9	1.6	2	-1
CC(=O)C[C@@H](O)CC(=O)[C@@H]1OC(=O)[C@H](C)CCCCc2ccccc21	-5	-1	18	1	-1	-3	0.5	0	8
CN(C)c1ccc(SC#N)cc1	7	15	3	-3	1	3	0.4	0	-9
O=C1CN(C(=O)COC(=O)CCc2ccccc2O)c2ccccc2N1	-15	5	17	-1	-12	-4	2.7	2	4
Cc1ccc(-n2c(COc3ccccc3)nnc2SCC(=O)O)cc1	-14	4	14	0	-5	0	0.4	1	-8
CC1=C(C(=O)Nc2ccc(C)cc2C)C(c2ccc(Cl)cc2)n2nc(C(=O)OC(C)C)nc2N1 (centres undefined)	-15	12	23	0	-3	2	0.0	0	17
COC(=O)C[C@@H]1C=C[C@H](NC(=O)Nc2ccc(OC)cc2)[C@@H](CO)O1	.	-4	.	2	5	10	.	1	-7
Cc1ccccc1-n1c(C)nnc1SCC(=O)NCC1CCCO1 (centres undefined)	-24	0	17	0	6	8	1.0	2	-2
O=C(CSc1nc(-c2ccc(F)cc2)nc2c1Cc1ccccc1O2)Nc1ccc(C(=O)O)cc1	-8	-1	6	-1	-2	-3	0.4	1	-3
COc1ccc(OC)c(-c2cc(C3CCN(c4ncccc4[N+](=O)[O-])CC3)[nH]n2)c1	-17	-6	8	-1	2	0	1.1	6	-2
COc1ccc(C(NC(=O)C2CCN(Cc3cc(OC)cc(OC)c3)CC2)c2ccccn2)cc1 (centres undefined)	-10	0	10	-2	-4	9	0.9	0	-4
CC(=O)C(Cc1ccccc1)NC(=O)COC(=O)c1cccc(C)c1[N+](=O)[O-] (centres undefined)	-3	5	-2	2	-9	0	1.4	4	-4
CCOC(=O)C(C)Oc1cccc2c(=O)n(CC(=O)N3CCCc4ccccc43)ccc12 (centres undefined)	-11	9	13	4	-1	10	0.2	2	-12
CC(C)c1ccc(C(=O)Nc2cccnc2)cc1	5	-6	-11	-3	6	2	0.2	-1	-2
CCOC(=O)CN(C(=O)COc1nc(C)cc(C)c1C#N)c1ccc(F)cc1	10	16	-8	-2	-11	-36	1.4	6	-2
Brc1ccc2nc(-c3ccccc3)c(Cc3ccccc3)n2c1	13	13	-2	-3	-14	-2	0.0	-2	-7
Cc1ccc(CC(=O)NC(C)CCc2ccccc2)cc1 (centres undefined)	-11	-3	7	-6	8	4	0.4	0	2
CC(=NNC(=O)C(C)SC(C)C(=O)NN=C(C)c1cccnc1)c1cccnc1 (centres undefined)	-4	7	6	-2	-1	7	0.7	1	-11
O=C(NCc1nc(-c2ccc(C(F)(F)F)cc2)no1)c1cccs1	0	10	16	-4	-6	1	4.8	4	-3
Cc1ccc(C(=O)Nc2cc(C(C)C)c(O)c(C(C)C)c2)cc1	-6	-8	-3	-6	-4	-9	-1.1	-3	-4
O=C(NCc1ccco1)c1ccccc1F	-10	0	11	-1	2	-3	0.5	1	3
O=C(COC(=O)c1cccnc1)NC1CCCc2ccccc21 (centres undefined)	-8	0	11	1	-1	-2	0.4	1	4
O=C(NCCNC(=O)c1ccccn1)c1ccc(F)cc1	-11	4	15	-1	-1	0	1.4	1	-4
CCOc1ccc2oc(=O)cc(CN3CCOCC3)c2c1	1	6	-8	0	-4	-2	0.0	0	-1
CC(C)CNC(=O)CN(C1CCCCC1)S(C)(=O)=O	-2	18	-1	-2	-5	-9	-0.1	2	14
O=C(Nc1ccccc1F)c1ccc([N+](=O)[O-])s1	-11	-5	28	-5	-4	-4	0.8	2	-9
Cc1nn(CCCC(=O)Nc2sc3c(c2C#N)CCC3)c(C)c1[N+](=O)[O-]	-1	6	11	-4	-5	7	0.7	0	-21
COC(=O)c1ccc(C2C(C(=O)c3cc4ccccc4o3)=C(O)C(=O)N2CCN2CCOCC2)cc1 (centres undefined)	-9	1	9	-2	6	7	1.4	1	-13
Cc1cc(Cl)ccc1OCC(=O)NCCOc1nc(N2CCCCC2)nc(N2CCOCC2)n1	-3	0	-17	2	-3	11	0.3	1	-1
COc1ccc(S(=O)(=O)N(C)CC(=O)Nc2ccccc2C(F)(F)F)cc1	-6	10	10	-2	-2	9	0.6	-1	2
Cc1ccc(S(=O)(=O)C2(C(=O)Nc3ccc(F)cc3)CC2)cc1	-5	-5	14	-6	-1	9	-0.2	0	0
O=C(c1ccccc1)c1coc(-c2ccccc2)c1	-9	8	15	7	-6	0	0.2	2	-9
CCN(CC)CCCOC(=O)c1ccc(OC)cc1O	8	8	-13	-5	-6	-2	0.1	2	8
O=C(COc1ccc(Cl)cc1)N1CCN(S(=O)(=O)c2ccccc2)CC1	-1	-1	9	-1	-7	-1	3.3	3	1
O=C(COC(=O)CN1C(=O)C2CCCCC2C1=O)Nc1ccc(F)c(F)c1F (centres undefined)	-10	3	-6	2	1	5	0.5	3	-2
CCOC(=O)c1ccc(NC(=O)c2nc[nH]c2C(=O)N(C)Cc2ccccc2)cc1	4	13	-2	0	-12	13	-0.3	8	-2
O=C1C2=C(Nc3ccccc3SC2c2ccco2)c2ccccc21 (centres undefined)	9	5	-4	0	-6	1	-0.2	-1	7
N#CCSc1nnc(-c2sc3ccccc3c2Cl)o1	-9	-5	25	-2	3	4	2.1	0	-5
N#CC1(NC(=O)COc2cccnc2[N+](=O)[O-])CCCCC1	10	9	-9	-5	1	5	-0.1	0	-1
CCCNc1nc(-c2cc(C(=O)Nc3ccccc3)on2)cc(C(C)C)n1	-19	18	14	0	-2	-2	0.8	0	4
O=C(Nc1ccccc1NC(=O)c1ccco1)c1ccco1	4	-3	2	-3	0	12	-0.1	1	-12
COc1ccc(NC(=O)N(C)C[C@H]2Oc3c(NS(=O)(=O)c4ccc(OC)cc4)cccc3C(=O)N([C@H](C)CO)C[C@@H]2C)cc1	-22	-3	18	0	8	9	-0.3	3	-3
Cc1occc1C(=O)NNS(=O)(=O)c1ccc([N+](=O)[O-])cc1	-15	14	18	-2	2	2	1.8	1	-8
CCCCNc1c(-c2cccc(SC3CCCCC3)c2)nc2ccc(Cl)cn12	-14&-15	0&12	23&8	5&3	7&-11	11&2	0.1&2.5	2&1	6&-7
CC1CCCC(NC(=O)CCCn2ncn3c(cc4occc43)c2=O)C1C (centres undefined)	5	-5	1	-4	-1	2	3.6	2	-2
C[C@@H]1CC[C@@]23COC(=O)C2=CCC[C@@H]3[C@@]1(C)CC/C(=C/CO)CO	-1	1	-4	2	-2	8	0.1	1	-8
CCOC(=O)C1CCN(C(=O)Nc2ccc3nccnc3c2)CC1	6	2	14	0	-5	-5	8.9	1	1
O=C(c1ccc(COCC(F)(F)F)cc1)N1CCN(c2ccccn2)CC1	-9	-1	8	-1	7	0	-0.2	1	-2
Oc1ccc(-c2nc3ccccn3c2NCc2ccc3c(c2)OCO3)cc1	3	14	9	0	-14	-9	4.5	14	12
COc1cc2ccc(=O)oc2c(O)c1OCC=C(C)C	-5	-10	13	5	6	1	0.2	2	3
COc1ccc(/C=C(/NC(=O)c2ccco2)C(=O)N2CCCCC2)cc1	-7	10	18	-5	-7	14	1.2	3	-17
CCN(CC)S(=O)(=O)c1cccc(C(=O)N/N=C/c2ccccc2OCC(=O)O)c1	-7	5	-8	1	5	1	0.7	1	-5
CCCCN=C(C)c1c(O)c2ccccc2oc1=O	-9	1	14	-4	0	0	0.3	0	5
CCN1C2OC3OC4C(OC3OC2N(CC)S1(=O)=O)N(CC)S(=O)(=O)N4CC (centres undefined)	-12	1	4	-4	2	-4	-0.1	0	-12
NC(=O)c1nn(-c2ccccc2)nc1NC(=O)CN1CCCCC1	-3	2	18	-1	-4	3	0.7	1	1
O=C(NCCc1csc(-c2cccnc2)n1)c1cccc2ccccc12	1	-2	16	1	-10	-8	2.6	10	-11
CCNC(=S)NNC(=O)c1cc(-c2cccc(OC)c2)nc2ccccc12	-2	5	9	-1	1	-3	2.1	3	0
O=C(NC(c1cccnc1)C(F)(F)F)c1cc(COc2ccc3c(c2)CCCC3)on1 (centres undefined)	27*	29*	-25	5	-10	-5	7.5	10	20
COc1ccc(C(=O)Nc2c(N)nc(SCC(=O)NCC3CCCO3)[nH]c2=O)cc1 (centres undefined)	1	-4	21	-4	7	14	0.3	1	-6
